VP16 counter – VP16 counterscreen qHTS for inhibitors of ROR gamma transcriptional activity | Potency, µM (doses to about 53.6 µM), for inactives: top-dose activity, negative = inhibition, hits mostly inhibitors | Drosophila S2 Gal4-VP16 UAS-luciferase, luminescence, 20 h | hit rate 3.5% among 310,000;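 further: Gal4-VP16 expression switched on by copper sulfate through the metallothionein promoter; potency means the concentration at half of the fitted maximal effect; on the % scale 0 is the no-effect control and ±100 the full control effect; nearly all actives have a fitted effect of over 50% in size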
ELG1 repair inh – qHTS screen for small molecules that inhibit ELG1-dependent DNA repair in human embryonic kidney (HEK293T) cells expressing luciferase-tagged ELG1; AID 504467, 2011; HEK293T ELG1-luciferase reporter, luminescence, 16 h; DNA damage induced by 5-fluorouridine; hit rate 2.3% among 330,000; Potency, µM (titrated, usually from 46.1 µM), for the others: at the top dose activity change, negative = inhibition, actives largely listed as inhibitors; further: potency means the concentration at half of the fitted maximal effect; on the % scale 0 is the no-effect control and ±100 the full control effect; nearly all actives have a fitted effect of over 55% in size
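HEK293T cells expressing luciferase-tagged ELG1 (2,000/well) received 5-Fluorouridine plus compound or DMSO for 16 hr at 37 °C. Luciferase was read by ONE-Glo luminescence after 30 min at room temperature.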
NPC1 prom act – qHTS Assay for NPC1 Promoter Activators; Huh7 NPC1 promoter luciferase reporter, 24 h; Potency, µM (top dose mostly 9.22 µM), for the others: at the highest dose activation, actives largely listed as activators; hit rate 2.4% among 320,000; AID 485313, 2010;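 further: potency means the concentration at half of the fitted maximal effect; % of control where 0% means no effect; nearly all actives have a fitted effect of over 60% in size; reporter is driven by a mutant NPC1 promoter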
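Readout is luciferase luminescence, reflecting NPC1 promoter activation in stably transfected Huh7 cells after 24 h compound exposure at 37 °C in reduced-serum medium with 10% FBS.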
RORgamma inh – qHTS for inhibitors of ROR gamma transcriptional activity. hit rate 5.4% among 310,000. Nuclear receptor ROR-gamma (Mus musculus), P51450. AID 2551, 2010. Potency, µM (highest dose often 53.6 µM), for inactives: at the highest dose activity change, negative = inhibition, hits mostly inhibitors. Drosophila S2 Gal4-RORgamma UAS-luciferase reporter, 20 h; further: potency means the concentration at half of the fitted maximal effect; on the % scale 0 is the no-effect control and ±100 the full control effect; nearly all actives have a fitted effect of over 60% in size
Target sequence (P51450 whole entry, looked up, the tested form may be a part): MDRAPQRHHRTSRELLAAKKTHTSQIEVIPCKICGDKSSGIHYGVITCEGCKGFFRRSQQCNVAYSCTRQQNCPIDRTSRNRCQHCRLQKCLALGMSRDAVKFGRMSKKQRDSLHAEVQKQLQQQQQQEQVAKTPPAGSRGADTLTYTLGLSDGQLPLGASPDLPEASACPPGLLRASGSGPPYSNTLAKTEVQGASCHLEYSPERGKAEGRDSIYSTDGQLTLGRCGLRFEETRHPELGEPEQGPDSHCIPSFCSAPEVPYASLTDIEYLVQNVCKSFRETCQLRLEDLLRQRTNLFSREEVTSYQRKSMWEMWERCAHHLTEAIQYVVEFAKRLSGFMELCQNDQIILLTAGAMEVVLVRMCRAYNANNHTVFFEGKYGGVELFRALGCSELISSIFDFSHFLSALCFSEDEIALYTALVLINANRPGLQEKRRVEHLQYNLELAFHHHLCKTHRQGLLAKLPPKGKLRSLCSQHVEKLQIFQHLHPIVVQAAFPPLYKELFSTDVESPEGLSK
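Drosophila Schneider cells stably carrying a metallothionein-driven Gal4 DBD–ROR gamma fusion and a UAS-Photinus luciferase reporter were exposed to compound for 1 hr, then induced with copper sulfate (700 uM final) for 20 hr at ambient temperature before luminescence reading.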
MBNL1 CUG block – qHTS Assay for Inhibitors of MBNL1-poly(CUG) RNA binding | AID 2675, 2010 | TR-FRET MBNL1-His/biotin-(CUG)12 binding, 665/545 ratio | hit rate 0.036% among 280,000 | Muscleblind-like protein 1 (Homo sapiens), Q9NR56 | Potency, µM (top dose mostly 57.5 µM), for the others: at the highest dose activity change, negative = inhibition, actives largely listed as inhibitors; active means well fitted inhibition curve with a large enough effect in the signal ratio, with a control signal flat, not every such curve was filed as active; inconclusive means small, poorly fitted or top-dose-only effect, or effect the other way, or a change in a side signal; inactive means no such curve, though single readings can be large or run the other way; the % refers to the signal ratio; further: potency means the concentration at half of the fitted maximal effect; on the % scale 0 is the no-effect control and ±100 the full control effect
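Inhibition of protein-RNA binding appears as loss of TR-FRET between terbium anti-His antibody on MBNL1-His and streptavidin-XL665 on biotin-(CUG)12. Activity is normalized to buffer-only and uninhibited-complex controls.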
Menin-MLL TR inh – qHTS Assay for Inhibitors Targeting the Menin-MLL Interaction in MLL Related Leukemias: Competition With Texas Red Labeled MLL-derived Mutant Peptide. AID 1768, 2009. Potency, µM (top dose mostly 61.6 µM), for inactives: top-dose FP activity change, negative = inhibition, hits mostly inhibitors. Menin + Texas Red MLL mutant peptide, fluorescence polarization. O00255. hit rate 0.23% among 270,000; active means well fitted inhibition curve with a large enough effect in the polarisation, with a control signal flat, not every such curve was filed as active; inconclusive means small, poorly fitted or top-dose-only effect, or effect the other way, or a change in a side signal; inactive means no such curve, though single readings can be large or run the other way; the % refers to the polarisation; further: potency means the concentration at half of the fitted maximal effect; % of control where 0% means no effect; many of its hits are not listed in these tables
FLuc modulator – qHTS profiling assay for firefly luciferase inhibitor/activator using purifed enzyme and Km concentrations of substrates (counterscreen for miR-21 project). Luciferin 4-monooxygenase (Photinus pyralis), P08659. purified FLuc, Km substrates, luminescence inhibition. Potency, µM (highest dose often 57.5 µM), for inactives: at the top dose activity change, negative = inhibition, hits mostly inhibitors. hit rate 6.9% among 360,000. AID 588342, 2011;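 further: potency means the concentration at half of the fitted maximal effect; plate controls were vehicle for no effect and reference inhibitor for full effect; nearly all actives have a fitted effect of over 55% in size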
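Biochemical qHTS of compounds, final roughly 60 µM downward over six points, against 10 nM purified firefly luciferase using Km concentrations of substrates (10 uM D-luciferin, 10 uM ATP) in Tris acetate pH 7.5 buffer; luminescence output.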
KCNH2 3.1 inh – qHTS for Inhibitors of KCHN2 3.1: Mutant qHTS; U2OS KCNH2 3.1, thallium flux FluxOr; hits give low values; activity change, % (tested at about 1.8 µM); Potassium voltage-gated channel subfamily H member 2, brain isoform KCNH2 3.1 (human); hit rate 0.95% among 340,000;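 active means maximum activity change below -70%; inconclusive means maximum activity change from -70% to -50%; inactive means maximum activity change above -50%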;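 further: thallium influx rate constant from kinetic fluorescence after stimulation buffer; on the % scale 0 is the no-effect control and ±100 the full control effect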
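Thallium flux via FluxOr fluorescence (Red40 quencher, 45 min loading) in U2OS cells virally expressing the KCNH2 3.1 isoform (1.77 x 10^8 /mL virus, overnight at 37 C). Rate constants from 2-min kinetic reads post-stimulation, normalised to positive and negative controls.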
Rab9 prom act – qHTS Assay for Rab9 Promoter Activators. Huh7 Rab9 promoter-luciferase reporter, luminescence, 24 h. Potency, µM (doses to about 9.22 µM), inactives show top-dose activation, negative = inhibition, usual class: activators. hit rate 2.8% among 320,000; further: potency means the concentration at half of the fitted maximal effect; % of control where 0% means no effect; nearly all actives have a fitted effect of over 60% in size
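Rab9 promoter-driven luciferase in stably transfected Huh7 cells; 1500 cells/well rested 2 h, exposed to compound in DMSO for 24 h at 37 °C, 5% CO2. Luminescence read 10 min after adding luciferase reagent at ambient temperature.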
Mito fusion act – qHTS Assay for Small Molecule Inhibitors of Mitochondrial Division or Activators of Mitochondrial Fusion; hit rate 0.23% among 320,000; AID 485298, 2010; Potency, µM (highest dose often 46.1 µM), for inactives: top-dose growth rescue (activation), usual class: activators; S. cerevisiae fusion-defective mutant growth rescue, CellTiterGlo 48 h;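 further: potency means the concentration at half of the fitted maximal effect; % of control where 0% means no effect; nearly all actives have a fitted effect of over 45% in size; temperature-sensitive fusion mutants such as fzo1-1 at 37 °C on non-fermentable ethanol glycerol medium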
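S. cerevisiae fusion-defective temperature-sensitive mutants (e.g. fzo1-1, mgm1-5) grown 48 h at 37C in YPEG (ethanol/glycerol non-fermentable) medium with 23 nl compound per well; growth rescue read as CellTiterGlo luminescence.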
PKM2 activator – qHTS Assay for Activators of Human Muscle isoform 2 Pyruvate Kinase; purified PKM2, Kinase-Glo ATP luminescence, activation; response scale: 0% is enzyme alone, no compound; AID 1631, 2009; hit rate 0.34% among 260,000; Potency, µM (top dose mostly 57.5 µM), inactives show at the highest dose activation, actives largely listed as activators; Pyruvate kinase PKM (Homo sapiens), P14618; further: potency means the concentration at half of the fitted maximal effect; on the % scale 0 is the no-effect control and ±100 the full control effect; nearly all actives have a fitted effect of over 55% in size
Target sequence (P14618 whole entry, looked up, canonical isoform): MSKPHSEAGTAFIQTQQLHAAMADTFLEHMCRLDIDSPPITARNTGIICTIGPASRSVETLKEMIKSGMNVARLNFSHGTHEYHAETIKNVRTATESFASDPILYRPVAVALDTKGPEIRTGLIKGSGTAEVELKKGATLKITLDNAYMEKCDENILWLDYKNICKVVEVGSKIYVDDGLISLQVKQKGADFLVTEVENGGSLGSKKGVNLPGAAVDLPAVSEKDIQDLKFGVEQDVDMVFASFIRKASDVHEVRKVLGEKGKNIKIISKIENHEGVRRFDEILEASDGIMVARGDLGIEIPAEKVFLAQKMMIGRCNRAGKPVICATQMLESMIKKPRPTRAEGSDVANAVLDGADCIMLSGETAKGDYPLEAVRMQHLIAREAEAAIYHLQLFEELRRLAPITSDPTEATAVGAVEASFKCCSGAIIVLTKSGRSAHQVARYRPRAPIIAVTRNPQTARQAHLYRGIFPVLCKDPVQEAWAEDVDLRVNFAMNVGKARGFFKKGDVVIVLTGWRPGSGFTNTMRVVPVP
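ATP formation by purified human PK-M2, quantified via coupled luciferase luminescence after 1 h at room temperature with 0.1 mM ADP and 0.5 mM PEP final.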
Active calls of the source: *; u = inconclusive; x = no result given; [ ] = another dose, or the depositor's remark. Unless noted, the call rests on the fitted dose curve; in most records, active means well fitted curve in the direction sought with a large enough effect; inconclusive means small, poorly fitted or top-dose-only effect, or another doubt; inactive means no such curve, though single readings can be large; an effect the other way counts as inactive or inconclusive. Some of the compounds tested (hit frequency here may not be typical).

SMILES	VP16 counter	ELG1 repair inh	NPC1 prom act	RORgamma inh	MBNL1 CUG block	Menin-MLL TR inh	FLuc modulator	KCNH2 3.1 inh	Rab9 prom act	Mito fusion act	PKM2 activator
O=C1CCC(C(=O)N2CCSCC2)CN1Cc1ccc(Cl)cc1 (stereo unspecified)	-2.7%	u	-1.3%	22.2%	-4.9%	-0.3%	-1.7%	-1.5	4.8%	-2.8%	x
Cc1c(Cl)cccc1NC(=O)CCN1C(=O)C2CC=CCC2C1=O (stereo unspecified)	5.9%	-3.8%	0.9%	44.4%	9.5%	x	1.0%	11.4	-4.3%	-0.2%	-7.7%
O=C(c1ccc([N+](=O)[O-])c(CS(=O)(=O)c2ccc(Cl)cc2)c1)N1CCCCC1	-17.1%	-23.7%	-0.6%	3.6%	u	4.6%	1.3%	4.5	15.2%	6.7%	x
Cc1cc(OCC(O)CNC(C)(C)C)ccc1Cl (stereo unspecified)	-18.2%	13.4%	0.3%	-0.1%	-7.9%	u	1.0%	0.4	-0.7%	2.0%	6.2%
COc1ccc2[nH]cc(CCNC(=O)Cc3c(F)cccc3Cl)c2c1	-4.3%	0.4%	-7.9%	u	-7.7%	2.6%	6.6%	8.8	-1.6%	6.7%	-1.9%
C=CCOC(=O)C1=C(C)NC(SCC(=O)Nc2ccc(C)c(Cl)c2)=C(C#N)C1c1ccco1 (stereo unspecified)	-17.7%	-0.4%	-0.1%	-28.4%[10 µM]	5.6%	-16.3%	2.9%	2.0	-9.8%	2.9%	-6.1%
N#Cc1c2n(c3c(=O)n(Cc4ccc(Cl)cc4)cnc13)CCCC2	5.9%	-22.3%	-2.9%	7.3%	-4.5%	-3.0%	7.0%	2.1	-1.5%	0.3%	6.9%
Cc1cc(C)c2[nH]c(=O)c(CN(Cc3ccc4c(c3)OCO4)Cc3nnnn3C3CCCC3)cc2c1	-13.0%	u	-5.6%	-42.2%	4.2%	u	-2.2%	-29.2	-1.4%	25.7%	1.7%
CCn1cc(/C=C(\NC(=O)c2cc(OC)c(OC)c(OC)c2)C(=O)NCCN2CCOCC2)c2ccccc21	0.7%	-3.6%	1.1%	-8.5%	17.6%	-10.4%	1.4%	13.9	2.9%	-1.4%	x
CS(=O)Cc1cc(Sc2ccccc2)nc(-c2cccnc2)n1 (stereo unspecified)	-3.4%	-10.8%	1.9%	29.5%	-9.4%	-2.2%	-0.9%	4.0	-0.1%	-4.7%	x
Cn1ccc(C(=O)N2CCCc3ccccc32)n1	0.4%	-4.1%	-4.4%	-4.2%	8.8%	8.3%	0.0%	3.1	3.5%	2.6%	-2.3%
CSCc1ccc(C(=O)NCC(c2cccs2)N2CCOCC2)cc1 (stereo unspecified)	x	9.3%	1.5%	x	x	x	-5.0%	3.8	-2.4%	1.6%	x
Cc1ccc2[nH]c3c(c2c1)CN(C(=O)CN1CCSCC1)CC3	5.7%	7.6%	-3.1%	17.0%	-0.7%	-16.0%	4.8%	x	-3.1%	-1.1%	10.2%
CC(CC(=O)Nc1cc([N+](=O)[O-])ccc1Cl)c1ccccc1 (stereo unspecified)	4.7%	18.6%	-2.4%	-1.3%	u	36.1%[activator]	4.3%	7.7	-1.6%	2.3%	-1.0%
COc1cc(OC)cc(C(=O)NC(=S)NCc2ccco2)c1	11.2µM*	1.6%	-3.1%	5.01µM*	7.3%	-12.3%	-13.2%	-5.5	-0.3%	-10.3%	-6.9%
CN(CC(=O)Nc1c(Cl)cccc1Cl)C(=O)c1cc(-c2cccs2)nn1-c1ccccc1	x	-17.5%	4.5%	x	x	x	-1.1%	-26.3	-3.4%	20µM*	x
O=C(NCc1ccc2c(c1)OCO2)C1COc2ccccc2O1 (stereo unspecified)	-9.0%	u	-0.7%	-4.7%	-10.3%	4.3%	u	1.6	1.2%	-21.5%	2.8%
CS(=O)(=O)c1ccc(C(=O)Nc2ccc(N3CCOCC3)cc2)c(Cl)c1	-2.1%	2.8%	-3.7%	27.8%	-4.3%	-0.8%	3.3%	-8.9	-0.3%	-1.4%	4.2%
CCc1ccc(CN(C)C(=O)c2cc(COc3cccc(C(F)(F)F)c3)on2)nc1	-2.5%	-0.1%	5.8%	u	-2.3%	u	-7.6%	-23.1	18.7%	-13.8%	3.4%
CCOc1cc(/C=N/NC(=O)c2ccc(NC(=O)C3CC3)cc2)ccc1O	-19.2%	-13.0%	-0.4%	20.5%	15.5%	x	u	-3.3	18.4%	2.5%	-0.4%
COc1ccccc1C(=O)Nc1cc(C)on1	u	u	29.6%	-0.6%[1.91 µM]	-4.1%	-0.3%	u	7.5	u	0.1%	-3.2%
COc1ccc(S(=O)(=O)N2CCC(C(=O)N3CCCCCC3)CC2)cc1	u	u	-1.1%	20.4%	2.8%	-19.3%	-0.1%	3.9	-2.0%	0.9%	-0.8%
COc1ccc(CCNCC(O)Cn2ccc3ccccc32)cc1OC (stereo unspecified)	3.2%	-10.5%	-5.8%	18.5%	-9.0%	x	-0.4%	-11.3	1.3%	-2.3%	-5.7%
CCOc1ccccc1/C=N/NC(=O)c1cccc(Cl)c1	2.1%	-3.4%	-1.0%	u	-10.3%	-1.1%	-0.4%	9.6	3.5%	-0.8%	-2.1%
O=C1CCC(C(=O)OC(C(=O)Nc2cc(Cl)cc(Cl)c2)c2ccccc2)=NN1 (stereo unspecified)	x	12.4%	-0.7%	x	x	x	2.0%	3.7	2.8%	9.1%	x
COCCn1c(-c2ccc3ccccc3c2)nc2c1c(=O)[nH]c(=O)n2CC(C)C	-5.0%	u	-2.1%	1.9%	10.6%	-20.9%	-1.6%	-21.3	-2.9%	3.8%	6.6%
COc1ccc(C(=O)COC(=O)c2cc3ccccc3oc2=O)c(OC)c1	x	8.8%	-2.7%	x	x	x	3.0%	1.5	-8.3%	2.7%	x
CCNc1sc(C(=O)OCC)c(N)c1C#N	-7.3%	0.0%	-3.6%	-1.5%	-9.2%	1.0%	0.3%	12.0	-3.8%	-3.1%	-16.5%
O=c1cc(-c2ccccc2)[nH]c2[nH]n(-c3ccccc3)c(=O)c12	11.8%	-1.0%	15.4%	12.9%	19.6%	22.9%	u	-7.0	3.3%	-7.1%	6.7%
Cc1ccc(S(=O)(=O)/N=C(\N)c2ccc(F)cc2)cc1	-12.0%	u	-7.5%	44.0%	3.3%	6.1%	-3.6%	3.6	8.9%	3.0%	-5.0%
COCCNC(=O)C(=O)NCC1OCCN1S(=O)(=O)c1ccc2c(c1)OCCO2 (stereo unspecified)	0.6%	-1.3%	-6.1%	10.8%	1.4%	x	-2.6%	3.2	-0.5%	-0.5%	2.7%
CC(=O)NC(CCS(C)(=O)=O)C(=O)Nc1cc(Cl)ccc1Cl (stereo unspecified)	4.9%	13.3%	-0.7%	-22.5%	-7.6%	0.3%	-1.0%	11.5	-2.9%	0.0%	-6.9%
CC1CCN(S(=O)(=O)c2cccc(S(=O)(=O)N3CCOCC3)c2)CC1	-10.0%	12.1%	-0.6%	16.6%	-2.6%	-10.6%	0.4%	-0.4	-5.8%	-7.3%	-10.9%

Screens deposited in PubChem BioAssay by National Center for Advancing Translational Sciences (NCATS).
